TCR CD3 inh: human TCR-CD3 binding inhibition. TAMRA-labeled TCR probe fluorescence, biochemical. AID 651800. actives 0.37% (n = 360,000). inhibition, % at 9.4 µM; in the data active = inhibition above about 19%;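 also: recombinant mutant TCR 2C K166C tagged with TAMRA read by polarization; 0% = receptor in buffer alone and 100% = receptor with positive control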
SIAE inh: blocks human sialic acid acetylesterase; Q9HAT2; SIAE FP-Rh probe binding, fluorescence polarization; inhibition, % at 9.66 µM; actives 0.69% (n = 370,000);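 active = inhibition above a cutoff: mean of compounds within the control limits plus 3 SD of those, cut at about 17% in these data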;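 also: 0% = plate median of compound wells and 100% = probe without SIAE protein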
HTRA1 inh: blocks human HTRA1 serine peptidase | Q92743 | recombinant HTRA1, FP-rhodamine activity-based probe, fluorescence polarization | inhibition, % at 5.96 µM | actives 0.5% (n = 340,000) | AID 504803; in the data active = inhibition above about 36%;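 also: 0% = enzyme with DMSO and 100% = wells lacking enzyme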
GC-B act: GC-B (human) receptor activation. P20594. HEK293-GC-B cells, CNP EC30, cGMP TR-FRET; 0% at EC30 CNP, 100% saturating CNP. activation, % at 10 µM. actives 0.11% (n = 370,000). AID 1920062;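 active = activation at 10 µM reaching about 35% in either raw or pattern-adjusted values, limit read from the data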
Target sequence (P20594 whole entry, looked up): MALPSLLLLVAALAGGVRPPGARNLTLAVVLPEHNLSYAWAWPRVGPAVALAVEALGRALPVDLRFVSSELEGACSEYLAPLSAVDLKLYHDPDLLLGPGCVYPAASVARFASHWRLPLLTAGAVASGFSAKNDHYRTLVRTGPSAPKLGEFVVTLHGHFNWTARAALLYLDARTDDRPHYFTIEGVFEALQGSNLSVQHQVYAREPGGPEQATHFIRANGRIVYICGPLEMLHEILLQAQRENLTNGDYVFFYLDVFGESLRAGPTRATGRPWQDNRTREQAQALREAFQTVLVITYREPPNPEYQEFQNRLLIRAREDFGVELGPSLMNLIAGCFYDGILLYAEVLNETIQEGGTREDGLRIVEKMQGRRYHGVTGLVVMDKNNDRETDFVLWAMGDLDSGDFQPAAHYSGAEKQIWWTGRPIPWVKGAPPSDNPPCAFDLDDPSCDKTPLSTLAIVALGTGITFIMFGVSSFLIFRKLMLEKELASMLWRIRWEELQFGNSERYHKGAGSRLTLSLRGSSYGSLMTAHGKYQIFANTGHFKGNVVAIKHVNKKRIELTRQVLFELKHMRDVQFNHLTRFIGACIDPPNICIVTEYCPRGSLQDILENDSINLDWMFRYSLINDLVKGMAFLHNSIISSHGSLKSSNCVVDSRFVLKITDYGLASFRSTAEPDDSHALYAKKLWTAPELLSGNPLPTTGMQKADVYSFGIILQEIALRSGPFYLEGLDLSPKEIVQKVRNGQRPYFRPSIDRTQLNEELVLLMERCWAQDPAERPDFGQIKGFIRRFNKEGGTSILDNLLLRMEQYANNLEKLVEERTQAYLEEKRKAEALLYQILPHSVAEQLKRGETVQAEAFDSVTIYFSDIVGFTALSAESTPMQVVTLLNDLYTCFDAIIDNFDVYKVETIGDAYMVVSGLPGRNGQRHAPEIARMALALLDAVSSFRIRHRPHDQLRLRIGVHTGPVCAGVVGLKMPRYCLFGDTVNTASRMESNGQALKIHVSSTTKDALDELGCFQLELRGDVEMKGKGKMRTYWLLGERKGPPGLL
MBD2 DNA inh: inhibitors of human MBD2 binding to methylated oligonucleotide. Q9UBB5. TR-FRET. inhibition, % at 4.4 µM. actives 0.31% (n = 370,000); in the data active = inhibition above about 13%
GC-A act: GC-A (human) enzyme activation. HEK293 GC-A cells, cGMP TR-FRET, EC30 ANP; 0% at EC30 ANP, 100% saturating ANP. P16066. AID 1671463. actives 0.14% (n = 370,000). activation, % at 10 µM; in the data active = activation above about 40%
PRMT1 inh: PRMT1 (human) inhibition, primary screen. actives 1.3% (n = 370,000). inhibition, % at 2.79 µM. recombinant PRMT1, activity-based probe fluorescence polarization;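 active = inhibition above about 21% made by adding two undisclosed values, limit read from the data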
mABHD4 FP: ABHD4 (mouse) inhibition, primary FP screen; inhibition, % at 8.92 µM; actives 0.54% (n = 370,000); Q8VD66; purified mABHD4, FP-Rh probe fluorescence polarization;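 active = inhibition exceeding the mean over every tested compound plus 3 SD, cut at about 30% in these data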;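 also: 0% = plate median of compound wells and 100% = S159A mutant with DMSO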
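assay system = mABHD4 protein | compound dosing = single nominal dose of 8.92 µM, 0.89% DMSO final | read-out basis = percent inhibition of probe binding, normalized to plate controls | schedule = Enzyme–compound pre-incubation 45 min, then probe 60 min, both 25 °C | detection = fluorescence polarization, excitation 525 nm, emission 598 nm, BODIPY TMR filters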
rCAG RNA binder: r(CAG) repeat RNA binding | actives 1.3% (n = 370,000) | AID 651821 | TO-PRO-1 dye displacement fluorescence | inhibition, % at 3 µM;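 active = inhibition above the plate cutoff, the mean of all test compounds on that plate plus 3 SD, cut at about 35% in these data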;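 also: 0% = DMSO alone and 100% = 100 µM mitoxantrone as full dye displacement; higher means more dye released from RNA so lower well fluorescence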
UHRF1 MBD2 ctr: human UHRF1 methylated DNA binding inhibitors. Q96T88. UHRF1 binding to methylated oligo, TR-FRET. inhibition, % at 4.4 µM. actives 0.75% (n = 370,000); in the data active = inhibition above about 21%;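 also: UHRF1 SRA domain binding a hemimethylated CpG hairpin DNA probe; 0% = median of test compound wells and 100% = reference inhibitor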
An asterisk follows results filed as active; x = not tested or not shown. An excerpt (hit frequency here may not be typical).

Value order – TCR CD3 inh | rCAG RNA binder | HTRA1 inh | GC-B act | MBD2 DNA inh | PRMT1 inh | GC-A act | mABHD4 FP | UHRF1 MBD2 ctr | SIAE inh
Cc1noc(C(=O)N2CC3(C)CC2CC(C)(C)C3)c1Cl (stereo unspecified)
    -6 | -2 | -1 | -2 | -3 | 5 | -1 | 6 | 1 | 4
COC(=O)[C@H](Cc1ccccc1)[C@@H](C)OS(N)(=O)=O
    5 | 1 | -4 | 1 | -1 | 4 | -1 | 2 | -4 | 1
COC(=O)c1ccc2nc(C3CCCCC3)c(Cc3ccccc3C(F)(F)F)n2c1
    -4 | 2 | x | 7 | 11 | -2 | 1 | -10 | 17 | 5
NC(=O)c1ccc(NC(=O)COC(=O)C2CCN(S(=O)(=O)c3cccs3)CC2)cc1
    -8 | 3 | -1 | 5 | -1 | -2 | -2 | -7 | 3 | -16
Cc1ccc(NC(=O)CNc2cccc(S(=O)(=O)N3CCCC3)c2)cc1F
    -2 | 4 | -6 | -1 | 1 | 3 | 2 | -5 | 0 | -10
CN1C(=O)C(C)(C)c2cc(S(=O)(=O)NCC3CCC(C(=O)NC4CCCCC4)CC3)ccc21 (stereo unspecified)
    13 | -11 | 1 | 5 | -6 | 0 | 1 | 0 | -2 | -4
Nc1[nH]c(C(=O)c2ccccc2)c(-c2ccc3ccccc3c2)c1C(=O)NCCc1ccc(Cl)cc1
    x | x | x | -2 | 6 | 19 | -6 | 9 | 2 | -18
COc1ccc(/C=C/C(=O)NCC(=O)N/N=C/c2cccs2)cc1
    1 | 1 | 5 | 7 | 3 | -3 | 3 | 0 | -1 | -2
CC(=O)C(Cc1ccc(Cl)nc1)(Cc1ccc(Cl)nc1)C(C)=O
    0 | -3 | 4 | 0 | 0 | -4 | 0 | 2 | 3 | 1
COc1ccc(-c2cc(C(=O)N/N=C/c3cccnc3)c3ccccc3n2)cc1
    4 | 6 | -21 | -3 | -4 | 1 | -2 | -14 | -2 | -20
O=C1NC[C@H](CCCCN2C[C@H](Cc3ccc(O)cc3)N(CCc3ccc(O)cc3)C(=O)C2=O)N(Cc2ccccc2)C1=O
    -6 | 6 | x | -9 | 12 | 4 | -2 | 1 | 22* | 7
CCOC(=O)Nc1ccc2c(c1)[C@]1(CC(=O)N(CC(C)C)C1c1ccccc1)C(=O)N2C (stereo partly specified)
    x | -2 | x | -5 | -2 | 1 | 0 | 6 | 2 | -4
CC(=O)c1cc(-c2ccc(F)cc2)n(CCC(=O)Nc2cc(C)[nH]n2)c1C
    -3 | -3 | 3 | 1 | 0 | 3 | -1 | 1 | 0 | 9
N#CC1=C(N)NC(SCC(=O)Nc2ccccc2)=C(C#N)C12CCCCC2
    5 | 7 | -14 | -4 | -3 | 6 | -5 | -3 | -2 | 1
Cc1c(C)c2ccc(OCC(=O)N3CC[C@@]4(O)CCCC[C@H]4C3)c(C)c2oc1=O
    2 | -1 | -14 | -4 | 4 | 0 | 3 | 1 | -1 | -9
CC(=O)Nc1ccc(C(=O)NN2C(=O)c3ccccc3C2=O)cc1
    4 | 5 | 11 | 2 | 0 | 2 | 0 | 2 | -1 | -9
O=C1NCCCc2c1oc1cc(Br)c(O)c(Br)c21
    0 | 1 | -3 | -3 | -5 | 6 | -4 | 2 | 1 | -3
O=C(Nc1nc2c(s1)CCCC2)C1COc2ccccc2O1 (stereo unspecified)
    -6 | 11 | -14 | -5 | 5 | 0 | 0 | 11 | 1 | 15
CCCCC[C@H]1CN(Cc2ccccc2)C(=O)[C@@H]1CC(=O)NCc1ccc(OC)cc1
    6 | -10 | -31 | -13 | 3 | -1 | -3 | 1 | 0 | -1
O=C1NC(Cc2c[nH]c3ccccc23)C(=O)N1Cc1ccc(CN2C(=O)NC(Cc3c[nH]c4ccccc34)C2=O)cc1 (stereo unspecified)
    -1 | 20 | -16 | 1 | -1 | 1 | -3 | 0 | -1 | 14
CC(=O)CCn1cnc([N+](=O)[O-])n1
    -6 | -1 | 13 | 3 | -2 | 5 | 4 | -1 | 2 | -3
Cc1ccccc1-n1c(-c2ccoc2C)n[nH]c1=S
    4 | 1 | 5 | 5 | -4 | -2 | -1 | -3 | -4 | 4
O=C(/C=C/c1ccccc1O)c1ccco1
    3 | 0 | 4 | -3 | 0 | -5 | 0 | -6 | -4 | -3
O=C(O)c1ccc(/C=N/NC(=O)c2ccc(CN3c4cccc5cccc(c45)S3(=O)=O)cc2)cc1
    -1 | 67* | -98 | 2 | 0 | 8 | 0 | -112 | 1 | -96
CC(=O)c1c(NCc2ccccc2)nc(=O)n(-c2ccccc2)c1C
    4 | -1 | -1 | 3 | 1 | 0 | 2 | 0 | 0 | -18
O=C(COC(=O)Cn1cnc2ccccc2c1=O)Nc1ccc2c(c1)OCO2
    2 | 4 | 2 | 4 | -2 | -1 | -2 | 1 | 1 | 3
Cc1cc(C(=O)N/N=C\C(Br)=C\c2ccccc2)c(C)o1
    2 | 4 | x | 3 | 3 | 1 | 3 | -10 | -3 | -9
COc1ccc(N2C(=O)CCC(C(=O)Nc3cccc(C)n3)C2c2ccc(OC)c(OC)c2)cc1 (stereo unspecified)
    3 | -5 | -3 | x | 4 | 3 | x | 7 | 2 | 1
COc1ccc(-c2oc3ccccc3c(=O)c2OC(=O)c2ccc(C)cc2)cc1
    -4 | 3 | 3 | -7 | 4 | -1 | -3 | 6 | -1 | -5
COCCNC(=O)c1ccc(-c2csc(C)n2)cc1
    -4 | -2 | 7 | 2 | 3 | -3 | 6 | 3 | 1 | -2
CCc1nnc(NS(=O)(=O)c2ccc(NC(=O)/C=C/c3ccccc3Cl)cc2)s1
    -4 | 86* | -128 | 0 | 1 | 4 | -4 | -105 | 3 | -73
COc1ccc(C(=O)NC2CCN(C(=S)Nc3cc(C)cc(C)c3)CC2)cc1
    -2 | 1 | 8 | 1 | -1 | 2 | -3 | 0 | 2 | -2
COC(=O)c1ccccc1NC(=O)n1cc(C)cn1
    -3 | -2 | -7 | 3 | 0 | -1 | 0 | -8 | 2 | 3
CCC(Oc1ccccc1)C(=O)N1CCN(c2ccccn2)CC1 (stereo unspecified)
    2 | -5 | 1 | 2 | 4 | 6 | -3 | 1 | -1 | 5
COc1ccc(-c2nc3ccccc3s2)cc1O
    1 | 6 | -12 | -5 | 2 | 0 | 13 | 4 | 5 | 0
Cc1ccc(NC(=O)c2ccc(CSc3nnc(C)s3)cc2)cc1
    0 | 2 | -5 | 1 | 0 | 2 | -3 | 3 | 0 | 5
O=C(O)c1cn(-c2ccccc2)c(=O)c2ccccc12
    -1 | -3 | -3 | 2 | 1 | 2 | -4 | -1 | 2 | -2
C[N+]1=C(/C=C/Nc2ccccc2Cl)C(C)(C)c2ccccc21
    -3 | -3 | -14 | 1 | -3 | 1 | 3 | -94 | -5 | -86
COc1cc(NC(=O)C/C(C)=N/NC(=O)C2CCCCC2)c(OC)cc1Cl
    -1 | 10 | 4 | -6 | -1 | 5 | 0 | -8 | -1 | 6
O=C(CN1CCN(c2ncccn2)CC1)N1CCCc2c1c(=O)oc1ccc(O)cc21
    -1 | -3 | -1 | -10 | -8 | 1 | -3 | -1 | -1 | 10
S=C(Nc1ccc(Br)cc1)N1CCCC1
    4 | 2 | 9 | 0 | -2 | -6 | -1 | -6 | 2 | -9
Cc1ccccc1C(=O)N=c1ccn(-c2nc3ccccc3nc2NS(=O)(=O)c2ccccc2)cc1
    -3 | 0 | -6 | 4 | -3 | -3 | -4 | -5 | 1 | 8
CC(C)(C)CN1CCC(Oc2cccc(C(=O)N3CCNC(=O)C3(C)C)c2)CC1
    3 | -7 | -1 | 9 | -3 | -3 | 1 | -1 | -2 | 0
COc1ccccc1CNC(=O)c1ccc(CS(=O)Cc2cccc(Cl)c2)o1 (stereo unspecified)
    -4 | -4 | -5 | -2 | 8 | 5 | -1 | -7 | 2 | -8
COc1ccc(OC)c(/C=C/C(=O)OCC(=O)Nc2cccc(Oc3ccccc3)c2)c1
    6 | 4 | -42 | 6 | -5 | -3 | 5 | -50 | -1 | -73
Cc1ccc(F)c(Cn2cnc3c(cnn3C(C)(C)C)c2=O)c1Cl
    0 | -13 | -17 | 38* | -4 | -3 | 32 | -19 | -1 | -13
CCN1C(=O)c2cccc3c(S(=O)(=O)N4CCC(C)CC4)ccc1c23
    0 | 2 | -22 | 18 | 2 | 6 | 15 | 1 | 1 | 0
COc1ccc(/C=C/C(=O)OCC(=O)Nc2ccc3c(c2)OCO3)cc1
    6 | 3 | 4 | 5 | -3 | 1 | 3 | -3 | -3 | 3
CCCc1ccc(C(C)NC(=S)NC2CCCCC2)cc1 (stereo unspecified)
    1 | -6 | -21 | 4 | -2 | -2 | 3 | -10 | 1 | -1
C=CCc1cccc2cc(C(=O)O)c(=O)oc12
    4 | 22 | 3 | -1 | -6 | 0 | -1 | 11 | 0 | 13

Other results
Value order – TCR CD3 inh | rCAG RNA binder | HTRA1 inh | GC-B act | MBD2 DNA inh | PRMT1 inh | GC-A act | mABHD4 FP | UHRF1 MBD2 ctr | SIAE inh
Cc1cc(C)nc(N2CCCC(C(=O)NNC(=O)c3ccncc3)C2)n1 (stereo unspecified)
    4 | -1 | 7 | 1 | -9 | -3 | -2 | -2 | -1 | 6
O=C(O)c1ccc(OCCOc2ccccc2)cc1
    4 | 0 | 10 | 5 | -2 | -1 | 4 | -8 | -1 | 3
Fc1ccccc1CNCCC(Cc1ccccc1)c1ccc2c(c1)OCO2 (stereo unspecified)
    3 | 1 | -4 | -21 | 0 | 1 | -32 | 3 | 0 | 5
COc1ccccc1OCCCC(=O)Nc1ccc2c(c1)OCCO2
    -1 | -4 | 1 | 4 | -2 | -3 | 0 | -4 | 0 | 1
O=C(Nc1nc(Cc2ccccc2)c(Cc2ccccc2)n1Cc1ccccc1)c1ccccc1
    x | 8 | x | -3 | 1 | 0 | 2 | 9 | -3 | -1
CC(CC(=O)Nc1ccc(C(N)=O)cc1)c1ccccc1 (stereo unspecified)
    1 | -1 | 0 | 8 | 0 | -2 | 1 | 3 | 0 | -1
CCCCCCCCN1C(=O)[C@@H](CC(=O)N2CCOCC2)C[C@@]2(C(=O)OC)C1=C[C@H](COCc1ccccc1)O[C@@H]2C
    x | 5 | x | 7 | -2 | -1 | 2 | -3 | 1 | 0
COc1ccc(C2CC(=O)Oc3cc(O)cc(O)c32)cc1 (stereo unspecified)
    -8 | 1 | -5 | 8 | 4 | 2 | 3 | -4 | 0 | -3
O=C(c1cn(-c2ccccc2)nc1-c1cccnc1)N1CCN(S(=O)(=O)c2ccc(Cl)cc2)CC1
    6 | 2 | 4 | -3 | -4 | 2 | -7 | 7 | 1 | -4

Look-ups from the entries so far:
COc1ccccc1OCCCC(=O)Nc1ccc2c(c1)OCCO2 in PRMT1 inh is entered as -3
O=C(O)c1ccc(OCCOc2ccccc2)cc1 in MBD2 DNA inh is entered as -2
COc1ccc(C2CC(=O)Oc3cc(O)cc(O)c32)cc1 (stereo unspecified) in rCAG RNA binder is entered as 1

Screens from PubChem.
